AGP1-GFP MLPCN: modulators of AGP1-GFP expression in yeast TOR pathway, primary screen, cell-based, multiplex flow cytometry, S. cerevisiae, MLPCN library. 3 h; GFP as percent of DMSO wells. GFP response vs DMSO, % at 10 µM. hit rate 0.02% among 320,000;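 active = GFP response relative to DMSO above a set limit, near screen average plus 3 SD, cut at about 150% in these data; inconclusive = fewer than 70 cells counted for the yeast strain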;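 also: median GFP channel fluorescence of the gated AGP1 strain per well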
MEP2-GFP yeast: modulators of MEP2-GFP levels in yeast, primary screen, S. cerevisiae, multiplex flow cytometry, MLPCN library; S. cerevisiae MEP2-GFP strain, 3 h; 100% = DMSO control level; GFP response vs DMSO, % at 10 µM; hit rate 0.51% among 330,000;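 active = GFP response versus DMSO above a set limit, roughly screen mean plus 3 SD, cut at about 180% in these data; inconclusive = fewer than 70 cells counted for a yeast strain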;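 also: median GFP fluorescence of the barcode-gated MEP2-GFP cells per well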
LAP4 TOR yeast: modulators of LAP4-GFP expression in yeast, primary screen, S. cerevisiae, multiplex flow cytometry, MLPCN library | GFP response vs DMSO, % at 10 µM | hit rate 0.34% among 320,000 | 3 h; median GFP as percent of DMSO wells | AID 2023, 2009;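 active = GFP response vs DMSO above a set limit, about the screen mean plus 3 SD, cut at about 150% in these data; inconclusive = under 70 cell events counted for the yeast strain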
CIT2 TOR yeast: modulators of CIT2-GFP expression in yeast, primary screen, S. cerevisiae, GFP fusion, multiplex flow cytometry, MLPCN library. S. cerevisiae CIT2-GFP strain, 3 h; 100 means same as DMSO wells. GFP response vs DMSO, % at 10 µM. hit rate 0.065% among 320,000. AID 2029, 2009;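 active = GFP response relative to DMSO above a set limit, near the screen mean plus 3 SD, cut at about 150% in these data; inconclusive = Fewer than 70 cells measured for a yeast strain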;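 also: ratio of well median GFP fluorescence to mean of DMSO wells on the plate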
GRK2 inh: compounds blocking aptamer binding on GRK2 – biochemical, human GRK2, bead flow cytometry, HTS, primary screen; FAM-aptamer displacement from GRK2; Beta-adrenergic receptor kinase 1 (Homo sapiens), P25098; inhibition of aptamer binding, % at 10 µM; hit rate 0.59% among 330,000;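 active = inhibition of aptamer binding above 40%, roughly 3 SD of noise, on plates passing a quality check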;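 also: median bead fluorescence of bound FAM aptamer so fluorescent compounds give negative values; no value below 0 was filed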
RPL19A TOR yeast: RPL19A-GFP expression modulators in yeast, primary screen, cell-based, S. cerevisiae, multiplex flow cytometry, MLPCN | hit rate 0.3% among 330,000 | AID 2025, 2009 | S. cerevisiae RPL19A-GFP strain, 3 h; hits give low values | percent response vs DMSO, % at 10 µM;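 active = percent response vs DMSO below 50%; inconclusive = fewer than 70 events counted for the yeast strain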;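 also: median channel GFP fluorescence of the barcoded RPL19A-GFP strain; ratio of sample median GFP to plate DMSO average so 100% = DMSO; lower means less RPL19A-GFP as with rapamycin TOR inhibition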
VLA-4 inh: inhibition in human VLA-4 binding assay, primary screen, VLA-4 allosteric modulator project, MLPCN library, flow cytometry, VLA-4 expressing cells | AID 2557, 2010 | hit rate 0.2% among 330,000 | Integrin alpha-4 (Homo sapiens), P13612 | inhibition, % (about 7 µM as worked out from the volumes in the protocol) | ligand binding flow cytometry; in the data active = inhibition above about 50%
Target sequence (P13612 whole entry, looked up): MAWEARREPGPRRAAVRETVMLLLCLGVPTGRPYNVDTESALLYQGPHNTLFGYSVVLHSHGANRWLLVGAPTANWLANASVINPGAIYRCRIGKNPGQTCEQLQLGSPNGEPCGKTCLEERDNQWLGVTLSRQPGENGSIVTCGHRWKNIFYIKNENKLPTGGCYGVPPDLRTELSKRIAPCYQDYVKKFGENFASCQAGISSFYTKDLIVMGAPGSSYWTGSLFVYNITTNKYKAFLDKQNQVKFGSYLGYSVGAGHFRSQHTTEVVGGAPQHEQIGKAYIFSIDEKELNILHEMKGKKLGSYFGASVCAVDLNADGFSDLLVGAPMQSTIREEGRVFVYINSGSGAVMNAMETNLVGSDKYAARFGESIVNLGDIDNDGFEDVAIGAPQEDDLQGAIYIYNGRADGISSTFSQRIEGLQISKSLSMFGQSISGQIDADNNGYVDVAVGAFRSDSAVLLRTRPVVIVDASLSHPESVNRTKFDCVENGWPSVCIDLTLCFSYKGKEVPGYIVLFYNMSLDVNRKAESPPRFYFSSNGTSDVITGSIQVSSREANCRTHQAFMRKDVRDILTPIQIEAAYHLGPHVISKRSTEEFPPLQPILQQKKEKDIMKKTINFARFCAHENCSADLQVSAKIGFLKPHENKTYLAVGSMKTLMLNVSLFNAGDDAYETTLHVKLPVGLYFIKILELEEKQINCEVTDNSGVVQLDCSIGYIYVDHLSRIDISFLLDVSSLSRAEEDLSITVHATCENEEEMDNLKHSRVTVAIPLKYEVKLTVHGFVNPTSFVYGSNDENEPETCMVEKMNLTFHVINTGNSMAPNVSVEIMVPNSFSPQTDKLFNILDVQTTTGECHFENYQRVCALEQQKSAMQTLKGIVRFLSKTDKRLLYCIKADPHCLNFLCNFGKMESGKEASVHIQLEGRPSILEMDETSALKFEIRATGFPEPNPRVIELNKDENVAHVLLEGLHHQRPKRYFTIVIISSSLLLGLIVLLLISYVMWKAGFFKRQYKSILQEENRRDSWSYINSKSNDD
CR mimetic SO: reduction of superoxide in aged yeast, primary screen, HTS | hit rate 0.18% among 330,000 | S. cerevisiae aged cells, superoxide DHE fluorescence; hits give low values | superoxide response (% of plate mean), % at 10 µM;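 active = superoxide response under a set limit, about three screen SD below normal, cut at about 65% in these data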;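 also: yeast aged for seven days with compound at 30 °C before DHE staining; 100% = average MFI of all compound-treated wells on the plate with controls excluded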
Starred values were filed as active, the others as inactive; ? = inconclusive; · = not tested or not shown.

SMILES	AGP1-GFP MLPCN	MEP2-GFP yeast	LAP4 TOR yeast	CIT2 TOR yeast	GRK2 inh	RPL19A TOR yeast	VLA-4 inh	CR mimetic SO
Cc1ccc(SCC(=O)OCC(=O)N(C)CC(=O)Nc2ccccc2Cl)cc1	92	94	95	84	1	91	3	120
CC(C)c1ccc(NC2CCCN(C(=O)c3ccncc3)C2)cc1 (stereo unspecified)	94	97	93	96	3	97	3	95
COc1ccc(-n2nc(C(=O)NCC(=O)NCCN(C)C)c3ccccc3c2=O)c(OC)c1	85	92	88	93	0	97	8	101
COc1cccc(OC)c1C(=O)NC(=S)NNC(=O)[C@H]1C[C@@H]1c1ccccc1	85	92	87	90	1	98	0	81
COC(=O)c1cc2c(s1)-c1cc(F)ccc1OC2	94	92	96	85	0	90	-1	102
CC(C)NC(=O)COC(=O)c1ccc(O)cc1	101	106	100	134	3	101	-5	130
C=CCN=c1scc(-c2ccc(F)cc2)n1/N=C/c1ccccn1	96	101	110	102	5	100	6	92
COc1cccc(/C=C/C(=O)c2ccc(NS(=O)(=O)c3ccc(C)cc3)cc2)c1	94	97	113	94	1	102	-8	102
CC(C)(C)C(=O)Nc1ncc(C(F)(F)F)cc1Cl	104	100	89	·	0	102	5	98
Cc1ccc(CN2CCSc3ccc(C(=O)NCc4cccnc4)cc32)cc1	100	102	93	100	6	101	7	101
Cc1ccc(-c2nc(C3CCN(S(=O)(=O)c4ccc(C(C)(C)C)cc4)CC3)no2)cc1	93	97	100	95	0	99	-8	108
N/C(=N\c1nc2c(c(=O)[nH]1)CCC2)Nc1cccc(Cl)c1	107	101	102	102	3	106	-10	92
COC(C(=O)Nc1ccnn1C1CCN(Cc2ccc(CO)o2)CC1)c1ccccc1 (stereo unspecified)	98	101	101	100	3	100	4	91
Cc1ccc(S(=O)(=O)n2cc(C=O)c3ccccc32)cc1	95	98	98	91	2	93	1	104
O=C1CCCN1c1cc(Cl)ccc1Cl	104	101	99	104	0	103	-8	95
Cc1ccc(NC(=S)Nc2cccc(-c3n[nH]c(=S)o3)c2)cc1	97	103	105	96	2	98	11	93
CCC(Cc1ccccc1)NC(=O)/C=C/c1ccco1 (stereo unspecified)	99	106	101	95	3	101	4	107
CSc1ccc(N2CCN(CCCNC(=O)Nc3ccccc3F)CC2)cc1	109	105	96	107	0	107	0	101
CCc1cccc2c(C(=O)CSc3nnc(-c4ccoc4C)n3C)c[nH]c12	105	106	108	113	1	101	-8	113
Cc1sc2nc(C(C)C)nc(SCC(=O)N3CCN(C(=O)c4ccco4)CC3)c2c1C	105	98	112	95	0	93	-8	100
CCN(Cc1cc2cc(C)ccc2[nH]c1=O)S(=O)(=O)c1ccccc1	102	98	98	103	3	100	-4	95
Cc1ccc(C(=O)NN=C2CCCC2)cc1C	89	98	93	83	0	98	2	97
Cn1nc(C(=O)N2CCN(C(c3ccccc3)c3ccccc3)CC2)c2ccccc2c1=O	76	115	94	94	0	74	7	85
O=C(c1n[nH]c2c1CCCC2)n1ccnc1	105	96	96	108	0	103	-15	81
Cc1ccc(Oc2c(F)c(F)nc(N3CCCC3)c2F)cc1	100	108	105	108	0	101	-3	84
Cc1ccccc1N1C(N)=NC(N)=NC1(C)C	61	99	92	80	1	97	25	102
Cn1c(=O)c2c(nc(NCCNC(=O)c3ccco3)n2Cc2ccc(F)cc2)n(C)c1=O	102	114	102	98	1	99	-10	110
CCN1CCN(CCNC(=O)c2ccc(CS(=O)c3ccc(Br)cc3)o2)CC1 (stereo unspecified)	111	126	117	112	0	114	5	78
CC1CN(CC(=O)NN=C(c2ccccc2)c2ccccc2)CC(C)O1 (stereo unspecified)	99	95	112	94	0	96	1	105
CNc1nc(C(=O)O)nc(N2CCOCC2)n1	104	101	95	106	2	97	8	85
CC(=O)N1CCN(C(=O)Nc2cccc(C(F)(F)F)c2)CC1	106	105	105	108	2	99	28	105
C(=N\c1ncnc2sccc12)/NOCc1ccccc1	134	127	136	111	1	102	3	114
O=C1CC(=O)CC(c2ccccc2)C1	100	103	92	101	5	106	14	103
Nc1nnc(CCS(=O)(=O)c2ccc(Cl)cc2)s1	107	99	99	107	1	101	15	99
Cc1ccc(NC(=O)Nc2ccc(F)cc2)nc1	96	100	106	101	0	93	10	94
NC(=O)c1cn(-c2ccccc2)nc1-c1cccnc1	105	108	101	101	0	101	12	102
CCN(C[C@H]1N[C@@](CC)(C(=O)OC)[C@H]2C(=O)N(C)C(=O)[C@@H]12)C(=O)Nc1ccc(F)cc1	92	96	87	97	1	94	-3	91
CCc1cc(=O)oc2cc(C)cc(OCC(=O)NC3CCN(Cc4ccccc4)CC3)c12	97	123	93	98	0	101	6	101
COc1ccccc1NC(=O)C1CCCN1S(=O)(=O)c1ccc(Cl)cc1 (stereo unspecified)	95	105	92	93	0	103	5	102
Cc1ccnc(NCn2nnc3ccccc32)c1	99	105	100	100	4	99	23	95
O=C(NC1CC1)c1ccc(NS(=O)(=O)c2ccc(F)cc2)cc1	114	111	108	110	3	103	35	103
Cc1ccc(NC(=O)C(Cc2ccccc2)N2C(=O)C3C4CCC(C4)C3C2=O)cc1Cl (stereo unspecified)	96	95	84	98	0	96	7	101
O=C(CSc1nc2ncc(Cl)cc2[nH]1)NCC(=O)Nc1ccc(F)c(F)c1F	101	102	99	98	1	98	5	103
Cc1cc(C(=O)NNC(=S)NCC(C)C)cs1	109	102	101	113	7	118	-6	92
COc1ccc(C(=O)OCC(=O)NC2CC2)cc1S(=O)(=O)Nc1ccc(C)cc1	97	100	106	88	0	98	-2	97

Ordered by molar mass (low to high): part of the list above.
SMILES	AGP1-GFP MLPCN	MEP2-GFP yeast	LAP4 TOR yeast	CIT2 TOR yeast	GRK2 inh	RPL19A TOR yeast	VLA-4 inh	CR mimetic SO
CC(C)NC(=O)COC(=O)c1ccc(O)cc1	101	106	100	134	3	101	-5	130
CCC(Cc1ccccc1)NC(=O)/C=C/c1ccco1 (stereo unspecified)	99	106	101	95	3	101	4	107
Cc1ccc(NC(=O)C(Cc2ccccc2)N2C(=O)C3C4CCC(C4)C3C2=O)cc1Cl (stereo unspecified)	96	95	84	98	0	96	7	101

(continued)
SMILES	AGP1-GFP MLPCN	MEP2-GFP yeast	LAP4 TOR yeast	CIT2 TOR yeast	GRK2 inh	RPL19A TOR yeast	VLA-4 inh	CR mimetic SO
CCOc1ccc(NC(=O)CN(C)S(=O)(=O)c2ccc3c(c2)CCC(=O)N3)cc1	98	106	104	100	4	101	8	103
Cc1ccc(NC(=O)C2CC(=O)n3c(nc4ccccc43)N2)cc1 (stereo unspecified)	97	103	95	99	0	93	-7	126
Cc1ccc(S(=O)(=O)CCN2CCN(c3ccccc3)CC2)cc1	100	103	96	105	2	103	2	101
S=C(NCCCn1ccnc1)NC1CCCCC1	110	107	98	110	0	106	8	113
Cc1c(CC(=O)NCCCCCC(=O)O)c(=O)oc2cc3c(cc12)CCC(C)(C)O3	101	114	102	103	3	105	11	96
CN(C)CCn1c2c(c(SCC(=O)Nc3nccs3)nc1=O)CCCC2	106	96	101	108	2	100	0	90
CCN(CC(=O)NCc1cccs1)C(=O)c1ccc(S(=O)(=O)N(C)c2ccccc2)cc1	99	94	100	84	2	91	3	115
O=C(NNC(=S)NC1CC2C=CC1C2)c1ccncc1 (stereo unspecified)	101	103	109	93	0	98	4	94
COc1cc(NC(=O)c2cc(-c3ccco3)on2)cc(OC)c1OC	89	96	86	96	0	93	-9	90
CCOC(=O)c1c(NC(=O)CN2CCN(C)CC2)sc(C(=O)Nc2ccccc2)c1C	102	103	94	103	0	103	-10	89
CCOC(=O)CSc1nnc(-c2ccc(S(=O)(=O)N3CCC(C)CC3)cc2)o1	94	95	90	97	0	90	-10	102
Cc1ccc(NC(=O)c2ccccn2)cc1S(=O)(=O)N1CCOCC1	97	100	102	88	1	100	16	90
CC(Cl)C(=O)c1c(N)n(C)c(=O)n(C)c1=O (stereo unspecified)	96	100	102	95	2	97	-2	90
Cc1cc2cc(CNC(=O)Cc3ccc([N+](=O)[O-])cc3)ccc2[nH]1	81	92	?	109	4	72	17	101
O=C(C1CCC(=O)N(C2CC2)C1)N(CCO)Cc1ccccc1 (stereo unspecified)	101	99	106	100	2	96	-8	98
O=C1c2ccccc2-c2cccc(C(=O)N3CCCCCC3)c21	96	95	89	96	0	99	9	105
Cc1ccc(S(=O)(=O)c2c(COC(=O)c3ccccc3Cl)c(-c3ccccc3)nn2C)cc1	106	102	100	101	0	102	-2	108
CC1CCN(C(=O)c2ccc(NC(=O)CC3SC(N4CCCC4)=NC3=O)cc2)CC1 (stereo unspecified)	113	108	109	108	0	109	-6	82
Cc1cccc(COc2ccc(/C=N/NC(=O)c3nnn(-c4nonc4N)c3COc3ccc(F)cc3)cc2)c1	105	107	105	108	0	113	5	104
CCC(=O)N1CCC2(CC1)Oc1ccc(F)cc1C(=O)C21CC(c2cccnc2)=NO1 (stereo unspecified)	90	94	131	99	0	103	0	93
Cc1ccc(S(=O)(=O)c2c(C)cc(C)nc2Oc2cccc(C)c2C)cc1	100	96	97	99	0	98	1	94
CCOc1ccc(C(c2c(NC(=O)c3ccccc3)sc(C)c2C)N2CCN(C)CC2)cc1 (stereo unspecified)	93	89	89	96	0	100	37	107
CCOC(=O)C1=NOC2COC3(CCN(c4ncccn4)CC3)OCC12 (stereo unspecified)	104	102	102	110	1	99	2	89
CC(OC(=O)c1ccc([N+](=O)[O-])cc1)C(=O)NCC1CCCCC1 (stereo unspecified)	120	125	131	112	6	113	0	88
CCc1nc(OCCN(C)C)c2oc3ccccc3c2n1	99	98	104	99	2	101	13	110
Cc1ccc(N=Cc2c(O)n(-c3cc(Cl)ccc3N3CCOCC3)c(=O)c3ccccc23)cc1C	110	100	97	107	0	101	4	108
CN(C)C=NC(=O)c1cc(C(=O)c2ccccc2)c[nH]1	97	102	99	99	1	99	6	93
CCN(CC)c1ccc(NC(=S)NC(=O)Cc2ccccc2)cc1	97	91	95	94	5	102	3	90
Cc1cc(C)c(C(=O)COC(=O)CCNS(=O)(=O)c2c(Cl)cccc2Cl)cc1C	97	104	98	93	1	102	-3	94
COC(=O)C1SCC2C(=O)N(Cc3ccc(Cl)cc3)CC(=O)N21 (stereo unspecified)	101	109	100	83	0	97	12	101
Cc1ccc2nc(-c3ccc(NC(=O)COC(=O)c4ccco4)cc3)sc2c1	100	103	103	99	0	107	8	90
COc1cccc(-c2ccc(SCC(=O)c3ccccc3)nn2)c1	92	123	106	102	1	99	14	111
COc1ccc(OC)c(Nc2nc(N)c([N+](=O)[O-])c(N3CCOCC3)n2)c1	97	114	98	104	0	100	-5	93
Cc1cc(C)c(-c2cc(C(=O)Nc3cc(C)ccc3C)[nH]n2)c(O)c1	120	102	117	112	1	99	5	98
CN(C)S(=O)(=O)N1CCC(Oc2cccc(C(=O)NC3CCOC3)c2)CC1 (stereo unspecified)	110	96	100	103	0	96	-5	101
Cc1cc(C(=O)N2CCN(c3ncccn3)CC2)c(C)o1	84	91	93	81	3	88	-2	105
CCN(CC(=O)N1CCCCCC1)S(=O)(=O)c1ccc(C)cc1	101	107	94	100	0	102	25	97

High-throughput results deposited in PubChem by NMMLSC.

Random draw from the library; about 1.7% have a hit in one of these screens.
